# Casp6 inh – caspase-6 (human) enzyme inhibition; purified caspase-6, Z-VEID-R110 cleavage fluorescence; hit rate 0.53% among 350,000; inhibition, % at 12.5 µM; P55212; AID 686996;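 active means mean inhibition across replicates at least about 35%, with every replicate also reaching that limit, limit read from the data; inconclusive means only one of the two criteria met; inactive means neither criterion met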;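 further: 0% = median of neutral control wells and 100% = no fluorescence left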
# Target sequence (P55212 24-179 limits assumed): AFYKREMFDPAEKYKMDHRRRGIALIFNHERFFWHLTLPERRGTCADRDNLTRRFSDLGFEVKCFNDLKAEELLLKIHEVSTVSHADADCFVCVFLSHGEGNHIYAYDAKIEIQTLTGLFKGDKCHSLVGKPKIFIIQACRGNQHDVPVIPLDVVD
# Target sequence (P55212 194-293 limits assumed): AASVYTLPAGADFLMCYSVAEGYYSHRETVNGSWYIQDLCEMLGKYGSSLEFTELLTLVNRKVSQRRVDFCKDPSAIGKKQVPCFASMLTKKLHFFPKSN
# LGR2 antag – inhibitors of bursicon-induced Drosophila LGR2 receptor cAMP signaling; HEK293 LGR2, CRE-luciferase, bursicon-stimulated, 4 h; inhibition, % at 9.99 µM; hit rate 0.35% among 380,000; AID 720647;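 active means drop in luminescence signal, shown as inhibition above about 50% in the replicate tests, limit read from the data, passing the limit was not always enough; inconclusive means probably only some replicates passing the limit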;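 further: agonist challenge used bursicon conditioned medium at about half maximal strength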
# FN deposition inh – fibronectin deposition inhibition; AH1F fibroblasts, Alexa488-fibronectin deposition fluorescence, overnight; hit rate 0.086% among 350,000; inhibition, % at 12.6 µM; AID 743247;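 active means mean inhibition across replicates of 30% or more, regardless of how many single replicates reach that level; inconclusive means mean under 30% yet at least half of replicates reach 30%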;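 further: positive control wells lacked labelled fibronectin entirely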
#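 Measured by – fluorescence 485/525 nm · System – AH1F fibroblast monolayer, labelled fibronectin deposition · Amount – 10000 cells per well · Buffer or medium – serum-reduced DMEM (2% serum) · Doses – single dose, pinned · Also added – fluorescent fibronectin at 24 nM final · Schedule – 1 h cell attachment, overnight exposure to compound and label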
# PGC1a acetyl inh – PGC1a acetylation modulation, inhibitor mode. U2OS PGC1a acetylation, AlphaScreen anti-acetyl-lysine; with virally co-expressed GCN5 acetyltransferase. inhibition, % at 15.6 µM. hit rate 0.17% among 350,000. AID 651687;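 active means every replicate shows inhibition of at least 40%; inconclusive means mean inhibition at least 40% but some replicate below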;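 further: 0% = neutral control wells and 100% = positive control wells; some results beyond the cut were filed as inactive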
# PAX8 inh HTS – lowers PAX8-driven luciferase in RMG-I cells. RMG-I TPO-luciferase reporter, SteadyGlo, 24 h. inhibition, % at 12.6 µM. hit rate 1.2% among 360,000. AID 652154;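 active means mean replicate inhibition at least 60% with every replicate also reaching 60%; inconclusive means only one of the two criteria is met; inactive means mean below 60% and not all replicates reaching 60%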;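 further: luciferase light reporting Pax8 driven TPO promoter activity; plate controls were median of neutral control wells for no effect and mitoxantrone controls for full effect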
# Cneo AK release – Cryptococcus neoformans lysis via adenylate kinase release | C. neoformans lysis, adenylate kinase release luminescence, 4 h; normalised: neutral wells 0, clomiphene wells 100 | lysis activity, % at 15 µM | hit rate 0.2% among 360,000 | AID 651654;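 active means mean lysis activity across replicates of at least 80%, whatever share of replicates individually reach that level; inactive means mean lysis activity below 80%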
#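 Material – log-phase Cryptococcus neoformans yeast cells · Input – 5 × 10^6 yeast cells/mL · Medium – fresh YPD growth medium · Doses – single compound concentration per well · Timing – static 4 h at 37 °C with compound, 1 h detection · Detection – adenylate kinase release luminescence · Read-out – signal increase indicating cell lysis · Control set – Clomiphene as positive lysis control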
# miR122 inh – inhibitors of miR-122 in Huh7 cells | Huh7 miR-122 Renilla luciferase sensor, 48 h; neutral wells = 0, positive control = 100 | activation (reporter increase), % at 12.5 µM | hit rate 0.3% among 340,000 | AID 602342;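 active means mean replicate activation score at least 90 and every replicate individually at or above 90; inconclusive means only one of the two criteria met; inactive means neither criterion met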;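 further: higher luciferase means less miR-122 activity so hits act as miR-122 inhibitors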
# EWS-Fli block – blocks EWS/Fli oncoprotein-driven transcription; A673 NR0B1-luciferase reporter, viability-normalised; inhibition, % at 12.6 µM; hit rate 0.67% among 350,000;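 active means mean inhibition of at least 50% after viability correction, with every replicate also passing that limit; inconclusive means mean reaches 50% but only one of two replicates passes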;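 further: firefly luciferase signal divided by Alamar Blue viability fluorescence both relative to DMSO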
# The depositor's hits bear a star; u = inconclusive; x = no result given; [ ] = dose if it differs, or a comment.
canonical_smiles	Casp6 inh	LGR2 antag	FN deposition inh	PGC1a acetyl inh	PAX8 inh HTS	Cneo AK release	miR122 inh	EWS-Fli block
O=C(COC(=O)c1ccc(CNS(=O)(=O)c2ccc(F)c(Cl)c2)cc1)NCC1CCCCC1	11	8	x	x	3	x	x	2
COc1ccc(NC(=O)Nc2ccc(C)cc2Br)c(OC)c1	1	-10	-11	8	-20	-2	-2	-9
COc1ccc(Cl)cc1NC(=S)N1CCN(c2ncccn2)CC1	1	-14	0	-5	-9	x	-1	7
CC(=O)c1ccc(S(=O)(=O)NCCC(=O)N2CCN(c3ccccn3)CC2)cc1	-11	-22	-4	3	4	-1	2	0
COC(=O)Cc1cc(=O)[nH]c(/N=C(\N)Nc2ccc(C(C)C)cc2)n1	-6	22	0	x	24	x	x	2
C/C=C/c1ccc([C@@H]2[C@@H](CO)N3C(=O)CN(Cc4ccc(C(=O)OC)cc4)C[C@H]23)cc1	3	0	x	-8	-13	x	x	3
COc1ccc(NC(=O)N(C)C[C@H]2Oc3ccc(NC(=O)C4CCCCC4)cc3C(=O)N([C@H](C)CO)C[C@H]2C)cc1	-1	19	x	-1	x	5	13[16.7 µM]	-7
C=CCNC(=S)N1CCN(CCN=Cc2c(C)[nH]n(-c3ccc([N+](=O)[O-])cc3)c2=O)CC1	-5	-19	-4	3	-35	-1	-6	3
COc1ccc(-c2cc(C(=O)NC3CCCC3)c3ccccc3n2)cc1	3	1	5	10	16	-2	0	-25
Cc1ccccc1NC(=O)Cc1nc(COC(=O)CCc2ccccc2)cs1	-1	9	-15	-4	-13	0	5	4
O=[N+]([O-])c1ccc2nc(Cl)nc(-c3ccccc3)c2c1	-3	-3	3	1	14	-1	1	11
C[C@@H]1CN([C@H](C)CO)C(=O)c2cc(NC(=O)NC3CCCCC3)ccc2O[C@@H]1CN(C)Cc1ccc(C(=O)O)cc1	0	4	x	3	-22	-1	-3[16.7 µM]	x
C[C@@H]1CN(c2nc3nonc3nc2N2CCSCC2)C[C@H](C)O1	3	-15	0	-5	-1	1	5	-1
Cc1ccc(CSCC(=O)Nc2cc(S(=O)(=O)N3CCOCC3)ccc2OCC(F)(F)F)cc1	-67	-33	0	x	12	10	x	13
Cc1ccc(/C=C/C(=O)O)cc1S(=O)(=O)Nc1ccccc1C(=O)O	x	21	x	-7	-14	x	7	8
O=C(N/N=C/c1cn(-c2ccccc2)nc1-c1cc2ccccc2o1)c1cccnc1	3	u	19	x	13	x	x	1
COc1ccc(NC(=O)C2(C)CCN2C(=O)Cc2ccc(Cl)cc2Cl)cc1OC (centres undefined)	2	-19	x	-13	21	-1	1	6
COC(=O)CN(c1ccc(C)cc1)S(=O)(=O)c1c(C)[nH]c(=O)[nH]c1=O	x	x	3	6	x	-3	-2	x
C[C@H](O)C#Cc1cnc2c(c1)C(=O)N([C@H](C)CO)C[C@H](C)[C@@H](CN(C)Cc1cccc(F)c1)O2	0	4	-14	1	x	25	-7[16.7 µM]	-4
C[C@H]1CN([C@@H](C)CO)C(=O)c2cc(NS(=O)(=O)c3cn(C)cn3)ccc2O[C@H]1CN(C)Cc1ccc(Cl)c(Cl)c1	1	-4	x	-2	11	-1	-3[16.7 µM]	-4

# The final two entries of the part above come first, to join the parts.
canonical_smiles	Casp6 inh	LGR2 antag	FN deposition inh	PGC1a acetyl inh	PAX8 inh HTS	Cneo AK release	miR122 inh	EWS-Fli block
C[C@H](O)C#Cc1cnc2c(c1)C(=O)N([C@H](C)CO)C[C@H](C)[C@@H](CN(C)Cc1cccc(F)c1)O2	0	4	-14	1	x	25	-7[16.7 µM]	-4
C[C@H]1CN([C@@H](C)CO)C(=O)c2cc(NS(=O)(=O)c3cn(C)cn3)ccc2O[C@H]1CN(C)Cc1ccc(Cl)c(Cl)c1	1	-4	x	-2	11	-1	-3[16.7 µM]	-4
CC(C)(C)OC(=O)N1CCCC1C(=O)N1CCc2ccccc21 (centres undefined)	x	x	-18	0	x	-1	-4	x
O=S(=O)(NCc1ccccc1Cl)c1cccs1	0	17	-8	-8	-27	x	30	-9
O=C(NCCC1=CCCCC1)c1cc2ccccc2oc1=O	6	-60	-3	7	17	x	x	-69
CCc1ccc2c(c1)C(O)(CC(=O)c1cccs1)C(=O)N2 (centres undefined)	1	-31	3	8	-1	-3	3	39
C[C@@H]1CN([C@H](C)CO)C(=O)c2cc(-c3ccccc3F)cnc2O[C@@H]1CN(C)C(=O)C1CC1	-2	0	x	5	x	-7	-3[16.7 µM]	-6
O=C(C[C@@H]1C[C@@H]2c3cc(NC(=O)NC4CCCC4)ccc3O[C@@H]2[C@H](CO)O1)NCC(F)(F)F	1	6	-13	1	-19	-15	3[16.7 µM]	-15
COc1cccc(-n2c(SCC(=O)N3CCOCC3)nnc2-c2c[nH]c3ccccc23)c1	1	0	-3	x	17	-3	x	-4
O=C(/C=C/c1c(F)cccc1Cl)Nc1nc2ccccc2[nH]1	-1	x	-12	x	-179	x	x	-51
O=C(C[C@@H]1CC[C@@H]2[C@H](COC[C@@H](O)CN2C(=O)Nc2ccccc2)O1)NC1Cc2ccccc2C1	-1	14	-1	5	18	1	2[16.7 µM]	-26
O=C(C1=C[C@H](c2ccc(Br)cc2)C[C@H](OCc2ccc(CO)cc2)O1)N1CCCCCCC1	-1	x	x	3	2	2	x	-30
Cc1occc1C(=O)NC(C)c1ccc2c(c1)OCO2 (centres undefined)	3	14	x	17	x	4	-4	-4
CCn1nc(C)cc1C(=O)NC1CCCc2c1cnn2-c1ccc(C)c(C)c1 (centres undefined)	0	1	-7	6	35	1	3	24
COc1ccccc1NS(=O)(=O)c1cccc(C(=O)N/N=C/c2ccc(C)o2)c1	1	-8	8	-12	-6	4	-7	-13
CN(Cc1ccc(C(F)(F)F)cc1)C(=O)c1ccc2ccccc2n1	1	-8	-5	-5	-15	1	6	-10
CN(C)/N=C/c1ccc(OC(=O)c2cccc([N+](=O)[O-])c2)cc1	6	5	10	-3	-10	-1	-2	2
CNc1nc(-c2ccc3c(c2)CCN3C(=O)c2ccccc2F)cs1	0	-114	x	-15	-147	x	x	-20
O=C(Oc1ccc(Br)cc1C(=S)N1CCOCC1)c1ccc([N+](=O)[O-])cc1[N+](=O)[O-]	2	1	7	-2	-3	1	29	35
CC(C)C1CC(CCNCc2ccc(N(C)C)cc2)(c2ccccc2)CCO1 (centres undefined)	1	-19	-8	x	29	3	12	15
COc1cccc(CN2C(=NC(=O)C3CC3)SC3CS(=O)(=O)CC32)c1 (centres undefined)	0	3	-16	4	-8	0	-7	x
CCOc1ccc(CN(C)Cc2cc(=O)oc3cc(C)c(Cl)cc23)cc1	-1	-1	-1	x	17	2	x	8

# Part of the list above, with two lines to a compound:
# Order of results: Casp6 inh	LGR2 antag	FN deposition inh	PGC1a acetyl inh	PAX8 inh HTS	Cneo AK release	miR122 inh	EWS-Fli block
- CN(Cc1ccc(C(F)(F)F)cc1)C(=O)c1ccc2ccccc2n1
 : 1	-8	-5	-5	-15	1	6	-10
- O=C(C[C@@H]1C[C@@H]2c3cc(NC(=O)NC4CCCC4)ccc3O[C@@H]2[C@H](CO)O1)NCC(F)(F)F
 : 1	6	-13	1	-19	-15	3[16.7 µM]	-15
- CCOc1ccc(CN(C)Cc2cc(=O)oc3cc(C)c(Cl)cc23)cc1
 : -1	-1	-1	x	17	2	x	8
- CN(C)/N=C/c1ccc(OC(=O)c2cccc([N+](=O)[O-])c2)cc1
 : 6	5	10	-3	-10	-1	-2	2
- COc1cccc(CN2C(=NC(=O)C3CC3)SC3CS(=O)(=O)CC32)c1 (centres undefined)
 : 0	3	-16	4	-8	0	-7	x
- CC(C)(C)OC(=O)N1CCCC1C(=O)N1CCc2ccccc21 (centres undefined)
 : x	x	-18	0	x	-1	-4	x
- CCc1ccc2c(c1)C(O)(CC(=O)c1cccs1)C(=O)N2 (centres undefined)
 : 1	-31	3	8	-1	-3	3	39

# (listing goes on)
canonical_smiles	Casp6 inh	LGR2 antag	FN deposition inh	PGC1a acetyl inh	PAX8 inh HTS	Cneo AK release	miR122 inh	EWS-Fli block
Cc1csc(NC(=O)CN2C(=O)COc3ccc(Cl)cc32)n1	0	-12	1	x	3	-2	-5	5
C[C@H](CO)N1C[C@H](C)[C@@H](CN(C)S(=O)(=O)c2ccc(F)cc2)OCCCC[C@H](C)Oc2ccc(NS(C)(=O)=O)cc2C1=O	5	-8	x	-6	-26	-1	1[16.7 µM]	-9
CS(=O)(=O)N1C[C@@H](O)COC[C@@H]2O[C@H](CC(=O)NCc3ccc(-c4ccccc4)cc3)CC[C@H]21	-6	1	-18	2	4	1	-1[16.7 µM]	1
COc1ccc(CN(C)C[C@@H]2OCCCC[C@@H](C)Oc3ccc(NS(=O)(=O)c4c(C)noc4C)cc3C(=O)N([C@H](C)CO)C[C@@H]2C)cc1	x	-13	x	-3	2	-1	0[16.7 µM]	-1
Cc1ccccc1NC(=O)CSc1nnc(C2CC2)n1CC1CCCO1 (centres undefined)	0	-8	1	x	23	5	5	-9
Cn1ccc2c(N(c3ccccc3)C3CCCCC3)cc3c(c21)C1CCC3O1 (centres undefined)	-2	16	-10	-4	-3	1	-2	-2
Cc1ccc(S(=O)(=O)N2CCN(C(=O)c3ccc(N4CCCC4)c([N+](=O)[O-])c3)CC2)cc1	1	-4	5	-4	-16	0	1	-3
CCC(Sc1nc2ccncc2[nH]1)C(=O)Nc1ccc(C)c(Cl)c1 (centres undefined)	-2	2	2	-3	21	0	9	-5
CCCOc1ccc(CC2CCC(=O)NC2=O)cc1 (centres undefined)	1	-3	3	x	8	-2	x	0
COC(=O)c1ccc(-c2nc3ccccc3[nH]2)cc1	x	14	3	-7	-72	x	-3	x
O=C(NC1CC1)c1scc2c1OCCO2	x	4	x	18	x	1	-11	x
COc1cc(CNCC2CCCO2)ccc1OCC(N)=O (centres undefined)	-2	11	-3	x	13	x	x	5
Cc1ccc(NC(=O)c2nc[nH]c2C(=O)NC2CCN(C(=O)OC(C)(C)C)CC2)cc1	-2	3	2	x	0	-2	-9	6
NC(=O)c1nsc(C(=O)N(c2ccccc2)C(C(=O)NCc2ccc(F)cc2)c2ccc(O)cc2)c1N (centres undefined)	4	10	23	2	8	4	-8	22
Cc1ccnc(NC2(C(F)(F)F)N=C(c3ccccc3)NC2=O)c1 (centres undefined)	x	1	3	-27	x	0	3	x
COC(=O)C[C@@H]1C=C[C@H](NS(=O)(=O)c2ccc(OC)cc2)[C@H](CO)O1	-2	1	4	5	-5	16	x	-1
CC(C)(C)NC(=O)CN(C(=O)CNS(=O)(=O)c1ccc(Cl)cc1)c1ccc2c(c1)OCCO2	-1	-5	5	x	9	-2	x	-4
COc1ccc(S(=O)(=O)N2CCOCC2)cc1NC(=O)COC(=O)C1CCC1	7	10	-2	7	-4	2	-8	-3
Cc1cc(C)c2c(=O)cc(C(=O)NCc3ccccc3)oc2c1	1	3	-6	7	7	0	-10	7
CC(C)(CNC(=O)c1ccc(-c2cccc(C(F)(F)F)c2)o1)N1CCOCC1	-2	2	x	x	5	x	x	6

# Screening results deposited in PubChem BioAssay by Broad Institute.
